Source: PubChem
SMN2 splice enh = increases expression of the SMN2 splice variant. AID 1458. Potency, µM (titrated, usually from 46.1 µM), for the others: top-dose activity change, positive = activation, hits mostly activators. HEK293 SMN2-luciferase splicing reporter, luminescence, 30-36 h. 210,000 tested, 2.8% active; further: % of control where 0% means no effect; nearly all actives have a fitted effect of over 55% in size
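HEK293 cells carry an SMN2 […]–luciferase reporter in which exon 7 inclusion puts luciferase in frame. Cells were plated 10-12 h before compound addition, then incubated 30-36 h at 37C. ONE-Glo luminescence was read; sodium butyrate at 4.5 mM final served as control.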
Tau ThT inhib = inhibitors of human tau fibril formation, thioflavin T binding. 270,000 tested, 2.1% active. AID 1460. P10636. Potency, µM (highest dose often 57.4 µM), for the others: at the highest dose activity, negative = inhibition, usual class: inhibitors. recombinant tau K18 P301L (four-repeat tau fragment), heparin-induced fibrillization, ThT fluorescence; further: on the % scale 0 is the no-effect control and ±100 the full control effect; nearly all actives have a fitted effect of over 55% in size
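Heparin-induced fibrillization of the P301L-mutant K18 repeat-domain fragment of human tau was followed by ThT binding in quantitative high-throughput format.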
RECQ1 helicase = RECQ1 (human) helicase inhibition. Potency, µM (top dose mostly 57.3 µM), inactives show at the top dose activity, negative = inhibition, hits mostly inhibitors. 240,000 tested, 0.54% active. RECQ1 DNA unwinding, red fluorescence kinetic read. AID 2549. P46063;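 further: plate controls were vehicle for no effect and no enzyme for full effect; nearly all actives have a fitted effect of over 30% in size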
Target sequence (P46063 whole entry, looked up): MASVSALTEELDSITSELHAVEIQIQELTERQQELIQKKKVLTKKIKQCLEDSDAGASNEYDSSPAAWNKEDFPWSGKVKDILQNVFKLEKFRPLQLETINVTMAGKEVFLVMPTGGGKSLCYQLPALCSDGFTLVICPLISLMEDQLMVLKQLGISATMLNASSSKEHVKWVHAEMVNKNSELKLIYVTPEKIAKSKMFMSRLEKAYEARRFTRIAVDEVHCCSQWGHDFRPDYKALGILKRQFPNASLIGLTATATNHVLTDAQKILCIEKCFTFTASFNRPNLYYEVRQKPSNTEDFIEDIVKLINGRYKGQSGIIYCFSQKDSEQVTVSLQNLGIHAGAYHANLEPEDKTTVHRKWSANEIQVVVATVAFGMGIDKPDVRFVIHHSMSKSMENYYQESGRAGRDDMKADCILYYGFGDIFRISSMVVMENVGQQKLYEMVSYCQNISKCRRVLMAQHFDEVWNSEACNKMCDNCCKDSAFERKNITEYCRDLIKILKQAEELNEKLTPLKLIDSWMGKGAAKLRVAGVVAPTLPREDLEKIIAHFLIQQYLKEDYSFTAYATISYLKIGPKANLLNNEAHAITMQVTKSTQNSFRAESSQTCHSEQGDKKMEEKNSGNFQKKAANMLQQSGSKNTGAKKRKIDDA
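RECQ1T1 50 nM; forked duplex (20 bp + 30-nt ss tails) 200 nM, ATP 2 mM final; pH 8.0, 2 mM MgCl2, 2.5 ug/ml poly(dI-dC); 15 min compound preincubation; discontinuous kinetic read over 2 h at RT.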
JMJD2E inh = inhibitors of human JMJD2E histone demethylase | 230,000 tested, 1.6% active | Potency, µM (doses to about 57.1 µM), inactives show at the highest dose activity change, negative = inhibition, actives largely listed as inhibitors | JMJD2E catalytic domain, FDH-coupled NADH fluorescence (FDH is formaldehyde dehydrogenase) | B2RXH2; active means well fitted inhibition curve with a large enough effect, not every such curve was filed as active; inconclusive means small, poorly fitted or top-dose-only effect, or another doubt; inactive means no such curve, though single readings can be large or run the other way;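 further: 0% = wells with enzyme and -100% = buffer wells without enzyme; nearly all actives have a fitted effect of over 50% in size; many of its hits are not listed in these tables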
LMNA splice mod = modulators of lamin A splicing; 200,000 tested, 0.01% active; Potency, µM (top dose mostly 46.1 µM), inactives show at the top dose ratio change, negative = inhibition, most hits filed as inhibitors; HeLa LMNA splicing GFP/RFP minigene ratio, 48 h; active means well fitted inhibition curve with a large enough effect in the signal ratio, with a control signal flat, not every such curve was filed as active; inconclusive means small, poorly fitted or top-dose-only effect, or effect the other way, or a change in a side signal; the % refers to the signal ratio; further: on the % scale 0 is the no-effect control and ±100 the full control effect
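S3 HeLa cells stably expressing lamin A-EGFP splicing minigene plus DsRed2, 600 cells/well, 48 h compound exposure at 37C. Laser-scanning cytometry; analysed as GFP (500-530 nm)/RFP (575-640 nm) total intensity ratio; 0.5% DMSO vehicle.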
L3MBTL1 inh = L3MBTL1 (human) inhibition; Q9Y468; AlphaScreen L3MBTL1–H3K9me1 peptide binding; Potency, µM (titrated, usually from 57.1 µM), inactives show at the top dose activity, negative = inhibition, actives largely listed as inhibitors; 230,000 tested, 0.66% active; AID 485360; further: on the % scale 0 is the no-effect control and ±100 the full control effect; nearly all actives have a fitted effect of over 60% in size
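First, the protein-peptide complex forms for 30 min at room temperature (L3MBTL1 50 nM, biotinylated H3K9me1 peptide 75 nM). Next, compounds are pin-transferred and incubated 30 min. Finally, AlphaScreen beads are added and read after 30 min.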
KinaseGlo FLuc = blocks Kinase-Glo luciferase, a counter-screen artifact; Q27757; Kinase-Glo luciferase, ATP luminescence, 8 min; Potency, µM (titrated, usually from 38.3 µM), for the others: at the top dose activity change, negative = inhibition, most hits filed as inhibitors; 200,000 tested, 0.28% active; AID 1379; further: on the % scale 0 is the no-effect control and ±100 the full control effect; nearly all actives have a fitted effect of over 60% in size
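Kinase-Glo luciferase light output from ATP and luciferin was measured with 10 uM ATP, within the enzyme's linear range. Buffer: 50 mM imidazole pH 7.2, 50 mM KCl, 7 mM MgCl2, 0.01% Tween 20, 0.05% BSA; luminescence read after 8 min at ambient temperature.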
ALDH1A1 block = inhibitors of human aldehyde dehydrogenase 1A1 | P00352 | Purified ALDH1A1, NADH fluorescence, propionaldehyde substrate | Potency, µM (series often up to 75.3 µM), for the others: at the top dose activity, negative = inhibition, most hits filed as inhibitors | 220,000 tested, 7.3% active | AID 1030; active means well fitted inhibition curve with a large enough effect, not every such curve was filed as active; inconclusive means small, poorly fitted or top-dose-only effect, or another doubt; inactive means no such curve, though single readings can be large or run the other way;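 further: plate controls were no enzyme wells and a reference inhibitor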
Target sequence (P00352 whole entry, looked up): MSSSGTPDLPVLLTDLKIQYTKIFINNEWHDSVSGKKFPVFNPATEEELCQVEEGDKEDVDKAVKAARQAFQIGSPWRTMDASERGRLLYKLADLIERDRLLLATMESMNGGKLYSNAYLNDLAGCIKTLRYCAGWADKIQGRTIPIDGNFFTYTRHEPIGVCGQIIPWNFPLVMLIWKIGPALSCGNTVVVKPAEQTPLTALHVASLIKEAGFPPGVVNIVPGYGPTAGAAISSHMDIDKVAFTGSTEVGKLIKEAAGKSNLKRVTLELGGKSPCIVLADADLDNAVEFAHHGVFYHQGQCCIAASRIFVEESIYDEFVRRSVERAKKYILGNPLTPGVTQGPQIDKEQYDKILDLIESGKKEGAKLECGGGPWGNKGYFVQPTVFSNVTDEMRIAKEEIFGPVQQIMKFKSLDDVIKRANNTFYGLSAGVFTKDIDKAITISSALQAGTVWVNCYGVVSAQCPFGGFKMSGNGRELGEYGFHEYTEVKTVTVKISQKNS
Active calls of the source: *; i = inactive; ? = inconclusive; . = no result given; & = joins results of further samples; [ ] = remark or other dose. Unless noted, the call rests on the fitted dose curve; in most records, active means well fitted curve in the direction sought with a large enough effect; inconclusive means small, poorly fitted or top-dose-only effect, or another doubt; inactive means no such curve, though single readings can be large; an effect the other way counts as inactive or inconclusive. Potency means the concentration at half of the fitted maximal effect. Some of the compounds tested, so the mix of outcomes need not match the whole.

canonical_smiles,SMN2 splice enh,Tau ThT inhib,RECQ1 helicase,JMJD2E inh,LMNA splice mod,L3MBTL1 inh,KinaseGlo FLuc,ALDH1A1 block
O=C(c1nc2ccccn2c1CN1CCN(c2ccccc2O)CC1)N1CCCC1,.,-9.9%,-6.6%,-8.3%,?,-4.4%,-1.6%,?
O=C(Cn1nnc(-c2cc(C(F)(F)F)cc(C(F)(F)F)c2)n1)NNC(=S)Nc1ccc(Cl)cc1,.,-17.8%,4.8%,?,.,-23.4%,.,1.26µM*
COCCn1c(-c2cccs2)nc2c(c(=O)c3ccccc3n2C)c1=O,-7.2%,?,i,-3.7%,-16.1%,5.8%,-0.3%,?
Cc1ccc(C(=O)OCC(=O)N2CCc3ccccc32)cc1,-18.5%,?,-0.9%,6.7%,-6.5%,?,-5.9%,1.2%
O=C(c1ccco1)N1N=C(c2ccncc2)CC1(O)C(F)(F)F (configuration not stated),.,-4.1%,11.5%,7.0%,.,13.1%,-0.7%,1.1%
CCN1C(=O)c2cccc3c(NC(=O)C(C)(C)C)ccc1c23,-3.1%,-13.5%,i,-5.7%,4.4%,.,-1.6%,?
Nc1nc(N2CCN(c3ccccc3)CC2)n[nH]1,-7.6%,-0.1%,i,1.7%,.,-14.8%,-3.0%,-5.8%
CCCCOc1ccc(N2C(=O)CC(N(O)c3ccccc3)C2=O)cc1 (configuration not stated),-7.6%,?,i,6.9%,?,-3.6%,2.6%,?
CC(CC(=O)O)CC(=O)Nc1cccc([N+](=O)[O-])c1 (configuration not stated),.,3.0%,-7.5%,-0.3%,.,5.5%,.,6.6%
Cc1ccc(Nc2c(-c3cccnc3)nc3ccc(Br)cn23)cc1,-10.4%&2.1%,-0.2%&2.3%,-2.5%,-5.0%,?,.,-1.2%,8.6%
COc1ccc([C@@H]2C[C@H]3CN(Cc4ccccc4OC)C(=O)[C@]34CCCN24)cc1C,.,-2.1%,-7.3%,1.5%,.,-7.3%,0.3%,3.1%
CCOC(=O)/C(C#N)=C/c1cccc([N+](=O)[O-])c1,.,-0.4%,i,?,?,1.3%,.,?
CC(Oc1ccc(Cl)cc1Cl)C(=O)Nc1cccnc1 (configuration not stated),-11.6%,-0.1%,2.5%,-5.9%,?,0.7%,8.7%,0.9%
CSc1ncc(CN2CCN(CCC(C)C)C(CCO)C2)cn1 (configuration not stated),.,7.0%,-5.2%,-34.3%,?,6.3%,0.2%,1.7%
CCOC(=O)c1cc(-c2ccc(OC)cc2)n[nH]1,.,?,-10.6%,-0.3%,.,51.9%[activator],.,.
O=C(NCCCn1ccnc1)c1cc(S(=O)(=O)N2CCOCC2)ccc1F,4.1%,7.5%,i,-2.6%,-6.3%[46 µM],0.9%,2.7%,4.4%
CC(C)(C)c1cc(=O)[nH]c(SCc2ccccc2)n1,1.7%,-6.7%,-6.6%,-4.2%,.,.,-1.0%,-11.4%
CC(=O)c1cccc(CN2CCN(C3CCCC3)C(CCO)C2)c1 (configuration not stated),.,-4.3%,-6.2%,12.2%,10.7%[46 µM],1.4%,0.2%,6.5%
CC12CN(C(=O)c3ccccc3Br)CC(C)(CN(C(=O)c3ccccc3Br)C1)C2=O,.,-7.0%,-8.1%,-2.4%,.,1.2%,.,0.1%
COc1ccc(Nc2nc(Cl)nc(Nc3ccc(OC)cc3OC)n2)c(OC)c1,.,-0.1%,-9.9%,-0.8%,-9.1%[46 µM],3.3%,-0.4%,0.7%
COc1ccc(CC2(CO)CCN(C(=O)NCc3ccccc3)CC2)cc1,2.3%,-2.5%,i,5.9%,1.7%[46 µM],-1.3%,0.7%,-8.2%
Cc1sc(NC(=O)c2ccco2)c(CN2CCN(Cc3ccccc3)CC2)c1C,-39.8%[inhibitor],?,-12.2%,?,?,-23.7%,-4.8%,28.2µM*
C=CCc1c(OC(C)=O)c2ccccc2n(C)c1=O,2.3%,-11.8%,-6.0%,?,7.0%,4.4%,2.7%,1.3%
CCNC(=S)N1CCN(CCN=CC2=C(O)CC(c3cccs3)CC2=O)CC1 (configuration not stated),-3.2%,-12.6%,0.6%,3.7%,-7.8%,.,-0.4%,1.8%
CCCC(=O)Nc1cc(-c2cn3cccnc3n2)ccc1OC,-13.9%,-4.1%,i,?,2.2%,1.8%,-2.5%,?
C#CCSc1nnc(-c2ccc(O)cc2)o1,?,-0.1%,-2.7%,-6.2%,.,-24.4%,-6.0%,-15.1%
CSc1ccccc1NC(=O)COc1ccc(Cl)cc1,-1.6%,?,-3.7%,-10.0%,?,33.9%[activator],2.6%,-13.2%
CCCCC(=O)Nc1sc2c(c1C(=O)OCC)CCC(C=O)=C2Cl,-61.3%[inhibitor],25.1µM*,?,-1.9%,?,3.2%,0.9%,10µM*
CCc1ccc(N2C(=O)/C(=C/c3cccs3)N(CC(=O)OC)C2=S)cc1,-3.2%,1.1%,10.4%,1.9%,1.1%,4.2%,-1.1%,10.2%
Cn1c(=O)c2nnn(/N=C(\c3ccccc3)C3CC3)c2n(C)c1=O,1.5%,-1.2%,-3.7%,-12.3%,2.6%,20.5%,1.5%,-1.1%
Cc1noc(/C=C/c2ccc(-c3ccccc3Cl)o2)c1[N+](=O)[O-],13.1%,?,i,-1.9%,-0.5%,.,0.1%,-0.8%
CCOC(=O)Cc1csc(NC(=O)c2ccc(Cl)nc2)n1,-26.2%,?,13.1%,6.8%,-10.1%,-0.8%,-5.2%,9.0%
C/C(CCC(C)C)=N\Nc1ccc(S(N)(=O)=O)cc1[N+](=O)[O-],.,?,-2.6%,10.9%,.,.,.,10.1%
O=C(NCCN1CCCC1)c1cc(-c2ccncc2)nc2ccc(S(=O)(=O)N3CCOCC3)cc12,18.8%,-19.1%,-1.9%,-6.3%,12.4%,.,-1.1%,-10.5%
CN(CC(=O)O/N=C(\N)c1ccc([N+](=O)[O-])cc1)S(=O)(=O)c1ccccc1,5.6%,?,-12.1%,12.8%,?,.,-1.6%,12.8%
CC1SC(c2ccc(Cl)cc2Cl)NC1=O (configuration not stated),6.4%,7.4%,i,0.9%,-10.1%,9.5%,0.5%,9.7%
COC(=O)Cc1ccc(NC(=S)NC2CC2)cc1,.,-3.8%,i,0.1%,.,0.8%,.,.
Cc1cccc(/C=N/NC(=O)C(C)Nc2cccc3ccccc23)n1 (configuration not stated),22.7%,?,3.0%,?,-0.8%,.,-1.6%,-4.8%
CCOC(=O)CN1N=C(/C=C/c2ccc(C)cc2)CCC1=O,9.1%,-11.3%,-1.1%,-1.0%,?,-5.1%,-1.5%,-1.9%
Cc1ccc(-n2cc(CNC(C)c3cnn(C)c3)c(-c3ccc(F)cc3)n2)cc1 (configuration not stated),-11.3%,-7.8%,i,-5.1%,-3.3%[46 µM],-9.7%,-1.0%,9.6%
CCN(CC)c1ccc2cc(C=O)c(=O)oc2c1,-2.8%,?,-4.8%,?,?,.,0.2%,?
COCCCNC(=O)CN(c1cc(C(F)(F)F)ccc1Cl)S(C)(=O)=O,.,-13.7%,-1.2%,-2.8%,.,-6.0%,.,.
O=C(/C=C/c1cccc([N+](=O)[O-])c1)N1CCN(C(=O)c2ccco2)CC1,-5.7%,5.0%,-3.4%,7.6%,?,1.1%,0.7%,-3.3%
C=CCN1C(=O)CSc2ccc(C(=O)OCC)cc21,-2.5%,-14.1%,-4.2%,3.7%,8.3%,4.4%,-3.7%,-73.6%
Nc1ncc(-c2ccc([N+](=O)[O-])cc2)cn1,13.3%,?,3.6%,2.6%,?,9.9%,-3.5%,2.0%
Cn1c(NCc2ccco2)nc2c1c(=O)n(Cc1ccc(Cl)c(Cl)c1)c(=O)n2C,-27.5%,?,-2.0%,-3.9%,-11.3%,-7.3%,-3.0%,?
O=C(Nc1cccc(S(=O)(=O)N2CCCCC2)c1)c1ccc(S(=O)(=O)C(F)F)cc1,-81.8%[inhibitor],7.3%,-25.1%,-16.4%,.,-7.3%,-0.9%,?
CC(OC(=O)C1CC=CCC1C(N)=O)C(Cl)=C(Cl)Cl (configuration not stated),7.9%,-12.1%,-4.2%,-16.4%,-7.5%,9.2%[11.4 µM],-4.0%,-1.6%
CCN(CC)CCNc1nc(-c2ccc(OC(F)F)cc2)c(C)s1,-19.6%,-14.1%,-4.8%,0.6%,-10.9%[46 µM],-15.0%,-2.9%,-2.7%
CS(=O)(=O)N1CCN(c2ccccc2NC(=O)Cc2ccccc2)CC1,28.2%,-0.2%,-1.7%,1.4%,-6.0%,.,1.5%,-14.1%

In a second layout: two of the compounds above
> CS(=O)(=O)N1CCN(c2ccccc2NC(=O)Cc2ccccc2)CC1
  SMN2 splice enh: 28.2%
  Tau ThT inhib: -0.2%
  RECQ1 helicase: -1.7%
  JMJD2E inh: 1.4%
  LMNA splice mod: -6.0%
  L3MBTL1 inh: .
  KinaseGlo FLuc: 1.5%
  ALDH1A1 block: -14.1%
> COCCCNC(=O)CN(c1cc(C(F)(F)F)ccc1Cl)S(C)(=O)=O
  SMN2 splice enh: .
  Tau ThT inhib: -13.7%
  RECQ1 helicase: -1.2%
  JMJD2E inh: -2.8%
  LMNA splice mod: .
  L3MBTL1 inh: -6.0%
  KinaseGlo FLuc: .
  ALDH1A1 block: .

(continued)
canonical_smiles,SMN2 splice enh,Tau ThT inhib,RECQ1 helicase,JMJD2E inh,LMNA splice mod,L3MBTL1 inh,KinaseGlo FLuc,ALDH1A1 block
CC(CCc1ccccc1)NC(=O)/C=C/c1ccc(Cl)cc1 (configuration not stated),-10.4%,-10.0%,i,6.9%,?,8.5%,2.8%,-2.0%
O=S(=O)(Nc1ccc(-c2cn3cccnc3n2)cc1)c1ccccc1,2.9%,-14.1%,i,?,.,6.3%,-1.0%,?
CCOC(=O)Cc1csc(NC(=O)Cc2ccccc2)n1,.,6.4%,-12.2%,2.3%,17.0%[46 µM],-2.6%,-2.1%,9.1%
CCC(C)[C@H](NC(=O)NCc1ccccc1)C(=O)O (some centres not stated),-0.4%,1.2%,8.8%,2.6%,13.4%,-4.3%,-2.3%,10.2%
O=C1c2ccccc2C(=O)N1CSc1nnc(Nc2ccccc2F)s1,6.31µM*,-7.0%,-0.5%,-3.3%,-10.7%,1.9%,1.3%,7.08µM*
